Screens (PubChem)
KCNQ1 inh: inhibitors of human KCNQ1 potassium channel. P51787. CHO-K1 KCNQ1, FluxOR thallium flux fluorescence; stronger effect = higher value. B-score at 10 µM. 310,000 compounds, 1.3% hits. AID 2642;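 active means compounds whose thallium flux B-score, printed positive for inhibition, exceeds three library SD while starting fluorescence stays within three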;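 further: channel opened by potassium depolarization with thallium stimulus after 20 min compound exposure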
TRPC4 PAM: TRPC4 (mouse) allosteric potentiation | Q9QUQ5 | HEK293 TRPC4beta/mu-opioid, DAMGO EC20, Fluo-4 Ca2+ flux; stronger effect = higher value | B-score at 10 µM | 310,000 compounds, 0.42% hits;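 active means B-score of calcium response area above 5 SD of library B-scores, with initial fluorescence ratio within 5 SD of library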;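 further: B-score of integrated fluorescence ratio over time as area under calcium response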
Target sequence (Q9QUQ5 whole entry, looked up): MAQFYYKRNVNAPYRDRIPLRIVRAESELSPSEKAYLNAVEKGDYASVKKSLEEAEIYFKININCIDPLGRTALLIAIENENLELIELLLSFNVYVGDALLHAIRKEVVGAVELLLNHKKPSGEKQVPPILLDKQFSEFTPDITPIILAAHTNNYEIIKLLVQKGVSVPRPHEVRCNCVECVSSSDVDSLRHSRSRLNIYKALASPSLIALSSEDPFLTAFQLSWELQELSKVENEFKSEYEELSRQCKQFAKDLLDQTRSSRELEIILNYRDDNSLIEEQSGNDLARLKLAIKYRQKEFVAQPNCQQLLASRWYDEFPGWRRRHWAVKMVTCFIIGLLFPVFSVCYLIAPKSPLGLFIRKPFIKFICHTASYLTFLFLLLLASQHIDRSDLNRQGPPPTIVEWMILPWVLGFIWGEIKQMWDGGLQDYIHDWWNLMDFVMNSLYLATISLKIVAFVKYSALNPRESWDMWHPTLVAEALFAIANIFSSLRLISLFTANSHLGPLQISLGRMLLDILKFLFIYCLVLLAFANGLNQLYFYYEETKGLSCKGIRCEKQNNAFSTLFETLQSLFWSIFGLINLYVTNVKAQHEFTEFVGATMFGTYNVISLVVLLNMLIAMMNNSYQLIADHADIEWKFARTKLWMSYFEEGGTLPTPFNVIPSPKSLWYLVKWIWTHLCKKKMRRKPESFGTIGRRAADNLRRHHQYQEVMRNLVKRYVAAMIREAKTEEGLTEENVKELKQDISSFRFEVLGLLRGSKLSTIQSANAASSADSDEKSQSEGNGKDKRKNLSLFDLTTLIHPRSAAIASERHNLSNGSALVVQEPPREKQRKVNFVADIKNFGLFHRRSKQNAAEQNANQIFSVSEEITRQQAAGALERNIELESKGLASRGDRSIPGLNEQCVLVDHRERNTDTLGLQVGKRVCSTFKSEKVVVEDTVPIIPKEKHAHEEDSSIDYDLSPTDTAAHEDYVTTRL
TRPC4 agonist: opens the mouse TRPC4 cation channel | Q9QUQ5 | HEK293 TRPC4beta/mu-opioid, Fluo4 calcium fluorescence; stronger effect = higher value | B-score at 10 µM | 310,000 compounds, 0.49% hits;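 active means B-score above 5 SD of library B-scores, and initial fluorescence ratio not above library mean plus 5 SD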;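 further: positive B-score marks a calcium rise read as TRPC4 activation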
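Incubation: 45 min room-temperature Fluo4 loading, 110 s read / System: HEK293 cells stably co-expressing mouse TRPC4beta and mu-opioid receptor / Signal: Fluo4 fluorescence, kinetic / Control set: buffer (low) and maximal DAMGO (high) / Measure: integrated baseline-normalised fluorescence ratio, converted to per-well B score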
KCNQ1 pot: potentiators or activators of human KCNQ1 potassium channel. CHO-K1 KCNQ1, thallium flux FluxOR fluorescence; stronger effect = higher value. B-score at 10 µM. P51787. 310,000 compounds, 0.35% hits;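 active means fluorescence ratio B-score, a plate-corrected score, at least three library SD, with initial intensity B-score within 5 SD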
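System: Stable KCNQ1 CHO-K1 line | Incubation: 90 min dye loading and 20 min compound exposure, both at room temperature | Measure: Ratio B score | Medium: Assay buffer for compound exposure, DMSO matched across wells | Compound dosing: Single-concentration screen | Probe or stimulus: K+/Tl+ depolarizing stimulus | Measured by: Kinetic FluxOR fluorescence, 10 s baseline plus 110 s post-stimulus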
Platelet DG rel: platelet dense granule release activity. 300,000 compounds, 0.22% hits. AID 1663. inhibition, %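 (compounds screened at 7.5 µM in platelet-rich plasma)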. human platelet-rich plasma, SFLLRN dense granule ATP release, luminescence;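 active means mean replicate score, as percent of positive control, at or above 50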
KCNK9 inh: human KCNK9 channel inhibition | B-score at 10 µM | AID 488922 | HEK293 KCNK9, FluxOR thallium flux fluorescence; stronger effect = lower value | 310,000 compounds, 1.2% hits | Q9NPC2;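 active means ratio B-score over 3 SD below the library mean, with starting fluorescence within 5 SD of its mean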;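 further: negative B-score means less thallium flux so channel inhibition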
PolyA inhibitor: blocks polyadenylation in yeast reporter cells; S. cerevisiae SKY197-pL101 polyadenylation reporter, beta-gal luminescence; efflux-impaired pdr1/pdr3 knockout yeast; score 100 = 6 SD above DMSO; calls only at 12 µM; 300,000 compounds, 0.02% hits; AID 1875;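 active means lowest replicate activity score at least 50, where 100 means six control SD above control mean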;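 further: yeast exposed to compound for 9 h at 30 °C; higher score means more reporter readthrough which indicates perturbed polyadenylation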
KCNK3 block: human KCNK3 channel inhibition, primary screen | O14649 | CHO-KCNK3 thallium flux, FluxOR fluorescence; stronger effect = lower value | B-score at 10 µM | 340,000 compounds, 0.84% hits | AID 602410;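 active means B-score under library mean minus 4 SD, starting fluorescence ratio at most library mean plus 5 SD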;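 further: more negative B-score means stronger inhibition of thallium flux through KCNK3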
TRPC4 block: inhibitors of mouse TRPC4 channel; AID 2247; 300,000 compounds, 0.39% hits; B-score at 10 µM; HEK293 TRPC4beta/mu-opioid, DAMGO-evoked Fluo4 calcium flux; stronger effect = lower value;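 active means B-score over 3 SD under the library average, no early fluorescence shift, positive overall ratio signal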
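Assay system: TRPC4beta/mu-opioid receptor HEK293 cell line; compound dosing: single concentration per test compound; detection: Fluo4 Ca2+ flux fluorescence; evaluation: per-well B score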
hERG rescue: compounds protecting human hERG from proarrhythmic drug block; Q12809; CHO-hERG, FluxOR thallium flux, dofetilide IC70 present; activation (rescue from dofetilide block), less the hit threshold, % at 10 µM; 310,000 compounds, 0.51% hits;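 active means activation above the mean of controls blocked by dofetilide plus 5 SD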;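 further: thallium influx through hERG after potassium depolarization seen as dye fluorescence rise; in these data hits start at about 4.7%; inactives centre near -7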
Dyrk1A ADPGlo: inhibitors of rat Dyrk1A kinase | Q63470 | ADP-Glo luminescence, NFATc1 peptide | inhibition, % at 12.5 µM | 310,000 compounds, 0.43% hits | AID 504441; in the data active means inhibition above about 50%;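 further: plate controls were vehicle with enzyme for no effect and no enzyme for full effect; many of its hits are not listed in these tables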
* = called active by the depositor; i = inactive; . = no result given.

| cpd | SMILES | KCNQ1 inh | TRPC4 PAM | TRPC4 agonist | KCNQ1 pot | Platelet DG rel | KCNK9 inh | PolyA inhibitor | KCNK3 block | TRPC4 block | hERG rescue | Dyrk1A ADPGlo |
| --- | --- | --- | --- | --- | --- | --- | --- | --- | --- | --- | --- | --- |
| 1 | Cc1ccc(NCc2nnc(SCC(=O)c3ccccc3)o2)c(C)c1 | i | i | i | i | -2 | i | i | i | i | -4 | -2 |
| 2 | COc1ccc(CCN2C(=NC(=O)CCC(=O)O)SC3CS(=O)(=O)CC32)cc1OC (stereo not given) | i | i | i | i | -2 | i | i | i | i | -13 | -7 |
| 3 | COc1ccccc1N1CCN(c2cc(=O)n(-c3ccccc3Cl)c(=O)[nH]2)CC1 | i | i | i | i | -3 | i | i | i | . | -5 | -1 |
| 4 | CS(=O)(=O)N(Cc1ccc(C(=O)NN=C2CCCCCC2)cc1)c1ccccc1 | i | i | i | i | 5 | i | i | i | i | -5 | -2 |
| 5 | COC(=O)c1[nH]c(C)c(/C(O)=C2\C(=O)C(=O)N(CCN3CCOCC3)C2c2ccc(C)o2)c1C (stereo not given) | i | i | i | i | 6 | i | i | i | i | -6 | . |
| 6 | CCOC(=O)C1=C(C)NC(=O)NC1c1ccc(N2CCC(c3ccccc3)=N2)cc1 (stereo not given) | i | i | i | i | 0 | i | i | i | i | -5 | 3 |
| 7 | CC1(C)Cc2ccccc2-c2c1c(=O)n(Cc1ccccc1)c1nnnn21 | i | i | i | i | 5 | i | i | i | i | -7 | 4 |
| 8 | CCOc1ccc(S(=O)(=O)Nc2ccc(C(=O)N/N=C/c3c(C)nn(-c4ccccc4)c3N3CCCC3)cc2)cc1 | i | i | i | i | 35 | i | i | i | i | -8 | 2 |
| 9 | NNc1nnc2c3cc(F)ccc3n(Cc3ccccc3)c2n1 | i | i | i | i | 0 | i | i | i | i | -13 | -5 |
| 10 | Cn1cnc(S(=O)(=O)Nc2cc(-c3ccc(Cl)cc3)nn2C)c1 | i | i | i | i | 26 | i | i | i | i | -2 | . |
| 11 | CCC(=O)N1CCc2cc(S(=O)(=O)CCC(=O)O)ccc21 | i | i | i | i | 2 | i | i | i | i | 0 | 0 |
| 12 | CC(C)(C)C(=O)CSc1nccc(=O)[nH]1 | i | i | i | i | -6 | i | i | i | i | -4 | -5 |
| 13 | CC(C)Cc1nnc(NS(=O)(=O)c2ccc([N+](=O)[O-])cc2)s1 | i | i | i | i | -8 | i | i | i | i | -9 | 13 |
| 14 | Cc1nn(S(=O)(=O)c2ccccc2)c(C)c1S(=O)(=O)N1CCOCC1 | i | i | i | i | 0 | i | i | i | i | -5 | 1 |
| 15 | O=C(NCCC(=O)N1CCN(S(=O)(=O)c2ccccc2)CC1)c1ccc(Br)cc1 | i | i | i | i | -8 | i | i | i | i | -12 | 7 |
| 16 | COC(=O)c1ccc(NC(=O)C(=O)N2CCN(C(=S)Nc3ccc(C)cc3)CC2)cc1 | i | i | i | i | -9 | i | i | i | i | -6 | 1 |
| 17 | Cc1ccc2c(c1)C(=O)CCCCC(=O)N2 | i | i | i | i | -6 | i | i | i | i | -4 | -8 |
| 18 | Cc1cc2c(OCC(O)CN3CCCC3)cccc2[nH]1 (stereo not given) | i | i | i | i | 1 | i | i | i | i | -9 | -6 |
| 19 | CC1=CC(C)(C)N(S(=O)(=O)c2ccc(C)cc2)c2cc(C)ccc21 | i | i | i | i | 9 | i | i | i | i | -16 | -1 |
| 20 | O=C(CCc1ccccc1)n1nc(-c2ccccc2)nc1NCc1ccco1 | i | i | i | i | -2 | -8.4* | i | i | . | -9 | -3 |
| 21 | CC1CCCCN1CCNC(=O)C1CCN(S(=O)(=O)N2CCCCC2)CC1 (stereo not given) | i | i | i | i | -3 | i | i | i | i | -9 | -6 |
| 22 | Cc1cccc(C2c3[nH]c4ccccc4c3CCN2C(=O)c2cc(C(C)C)nc(N)n2)n1 (stereo not given) | i | i | i | i | -4 | i | i | i | i | -14 | 3 |
| 23 | Cc1ccccc1N1CCN(S(=O)(=O)c2nnc(NC(=O)c3ccco3)s2)CC1 | i | i | i | i | 3 | i | . | i | i | -10 | -8 |
| 24 | CC(=O)c1ccccc1NS(=O)(=O)c1c(C)nn(-c2ccccc2)c1C | i | i | i | i | 3 | i | i | i | i | -12 | 6 |

Gathered by group, the entries above containing a carbonyl joined to an NH by a bond outside any ring (6)
| cpd | SMILES | KCNQ1 inh | TRPC4 PAM | TRPC4 agonist | KCNQ1 pot | Platelet DG rel | KCNK9 inh | PolyA inhibitor | KCNK3 block | TRPC4 block | hERG rescue | Dyrk1A ADPGlo |
| --- | --- | --- | --- | --- | --- | --- | --- | --- | --- | --- | --- | --- |
| 4 | CS(=O)(=O)N(Cc1ccc(C(=O)NN=C2CCCCCC2)cc1)c1ccccc1 | i | i | i | i | 5 | i | i | i | i | -5 | -2 |
| 8 | CCOc1ccc(S(=O)(=O)Nc2ccc(C(=O)N/N=C/c3c(C)nn(-c4ccccc4)c3N3CCCC3)cc2)cc1 | i | i | i | i | 35 | i | i | i | i | -8 | 2 |
| 15 | O=C(NCCC(=O)N1CCN(S(=O)(=O)c2ccccc2)CC1)c1ccc(Br)cc1 | i | i | i | i | -8 | i | i | i | i | -12 | 7 |
| 16 | COC(=O)c1ccc(NC(=O)C(=O)N2CCN(C(=S)Nc3ccc(C)cc3)CC2)cc1 | i | i | i | i | -9 | i | i | i | i | -6 | 1 |
| 21 | CC1CCCCN1CCNC(=O)C1CCN(S(=O)(=O)N2CCCCC2)CC1 (stereo not given) | i | i | i | i | -3 | i | i | i | i | -9 | -6 |
| 23 | Cc1ccccc1N1CCN(S(=O)(=O)c2nnc(NC(=O)c3ccco3)s2)CC1 | i | i | i | i | 3 | i | . | i | i | -10 | -8 |

Some of the compounds tested (hit frequency here may not be typical).
